# SRC1 TRFRET art: TR-FRET artefact, counter-screen to PPARgamma/SRC-1 agonist assay; TR-FRET detection artefact counter-screen, emission ratio; hits give high values; TR-FRET ratio at 8 µM; 99,000 compounds, 0.34% hits; AID 1051; in the data active = TR-FRET ratio above about 2300; also: inactives centre near 1800; reference of the scale not given here
# SRC3 TRFRET art: TR-FRET artefact, counter-screen to PPARgamma/SRC-3 agonist assay. PPARgamma/SRC-3 format; hits give high values. TR-FRET ratio at 8 µM. 99,000 compounds, 0.39% hits. AID 1048; in the data active = TR-FRET ratio above about 2000; also: inactives centre near 1600; reference of the scale not given here
# An asterisk follows results filed as active; & = joins results of further samples.
# Second line of a record: SRC1 TRFRET art, SRC3 TRFRET art
> N#Cc1ccc(N2C(=O)[C@@H]3C(C(=O)c4ccc5ccccc5n4)=NN[C@@H]3C2=O)cc1
→ 1695, 1632
> COc1ccc2c(=O)c(Oc3ccc(C(=O)O)cc3)c(C(F)(F)F)oc2c1
→ 1910, 1606
> O=C(CCCN1C(=O)/C(=C/c2cccs2)SC1=S)Nc1ccccn1
→ 1866, 1654
> C#CCOCCOCCOCCNc1nc(N2CCN(C(=O)[C@H]([C@@H](C)CC)n3cc([C@@H](N)CO)nn3)CC2)nc(N2CCN(C(=O)[C@H](Cc3ccc(O)cc3)n3cc([C@@H](N)C(C)CC)nn3)CC2)n1 (some centres undefined)
→ 1848, 1473
> Cc1ccc(S(=O)(=O)Nc2ccc(Cl)cc2)cc1NC(=O)Cn1cnc2c1c(=O)n(C)c(=O)n2C
→ 1623, 1382
> O=C(Nc1ccccc1N1CCN(c2ccccc2)CC1)c1ccccc1F
→ 1707, 1248
> Cn1cnc2cc(NC(=O)c3cccs3)ccc21
→ 1593, 1360
> Cc1ccc(NC(=O)CCSCCc2ccccn2)cc1
→ 1608, 1553
> CCCCCCC(=O)N/N=C/c1ccc(Br)cc1
→ 1881, 1635
> CCn1c(=O)c(C(=O)CN2c3ccccc3CC2C)c(N)n(Cc2ccccc2)c1=O (centres undefined)
→ 1823, 1740
> COc1ccc(NS(=O)(=O)c2ccc(O)c(C(=O)OCC(=O)NC3CCCCC3)c2)cc1
→ 1700, 1471
> COC(=O)COC(=O)c1ccccc1NC(=O)c1ccccc1
→ 1930, 1607
> O=C(Nc1ccc(S(=O)(=O)Nc2ncccn2)cc1)C1COc2ccccc2O1 (centres undefined)
→ 1800, 1608
> COC(=O)c1sc(S(=O)(=O)Nc2ccc(Br)cc2)c(C(=O)OC)c1C
→ 1514, 1466
> Cc1ccc(NC(=S)N(Cc2ccc(Br)cc2)Cc2ccc(C(=O)O)cc2)cc1C
→ 1985, 1609
> COc1ccccc1-n1c(-c2ccccc2)c[n+]2c1CCc1ccccc1-2
→ 1934&1732, 1646&1338
> CC1Cc2ccccc2N1C(=O)CN1CCc2ccccc2C1 (centres undefined)
→ 2099, 1770
> CC1(c2ccccc2)CC(C)(C)N2C(=O)/C(=C3\SC(=S)NC3=O)c3cccc1c32 (centres undefined)
→ 1690, 1691
> O=C(COC(=O)/C=C/c1cccc([N+](=O)[O-])c1)NCCCN1CCCC1=O
→ 1873, 1768
> O=C(NCc1cccnc1)/C(=C/c1ccccc1)NC(=O)c1ccccc1
→ 1645, 1626

# Some of the entries so far, as labelled records:
Cc1ccc(NC(=O)CCSCCc2ccccn2)cc1
  SRC1 TRFRET art: 1608; SRC3 TRFRET art: 1553
CCCCCCC(=O)N/N=C/c1ccc(Br)cc1
  SRC1 TRFRET art: 1881; SRC3 TRFRET art: 1635
CCn1c(=O)c(C(=O)CN2c3ccccc3CC2C)c(N)n(Cc2ccccc2)c1=O (centres undefined)
  SRC1 TRFRET art: 1823; SRC3 TRFRET art: 1740

# (list continues)
# Second line of a record: SRC1 TRFRET art, SRC3 TRFRET art
> Cc1sc2ncn(CC(=O)N3CCCCC3)c(=O)c2c1C
→ 1757, 1712
> O=C(NC1CCCC1)c1cccc(Oc2ccccc2)c1
→ 1662, 1697
> Cc1ccc(C(=O)N2CCN(c3ccccc3Cl)CC2)cc1[N+](=O)[O-]
→ 1594, 1625
> CN(CC(=O)Nc1cccc([N+](=O)[O-])c1)S(=O)(=O)c1ccccc1
→ 1683, 1704
> O=C(CNC(=S)NC(=O)C1CCCCC1)c1ccccc1
→ 2001, 1517
> COc1cccc(NC(=O)CCSc2ccc(C)cc2)c1
→ 1912, 1675
> CCc1cccc(CC)c1NC(=O)CCCSc1nc2ccccc2s1
→ 1970, 1532
> COc1ccc(-c2ccc(=O)n(CC(=O)NC3CCc4ccccc43)n2)cc1OC (centres undefined)
→ 1775, 1604
> O=c1oc2ccccc2cc1-c1ccccc1
→ 1618, 1493
> Cc1nonc1OCCNCc1c(C(=O)N(C)C)nc2ccc(Cl)cn12
→ 1795, 1578
> COc1ccc(-n2c3c(cc(C(=O)NCc4ccco4)c2=O)C(=O)CC(C)(C)C3)cc1
→ 1858, 1335
> N#C/C(=C\C=C\c1ccccc1)C(=O)NCc1cccnc1
→ 1762, 1449
> Cc1ccccc1C(=O)NNC(=O)CCc1ccccc1
→ 1635, 1399
> O=C(c1cccc(S(=O)(=O)Nc2ccccc2Cl)c1)N1CCN(C(=O)c2ccco2)CC1
→ 1934, 1687
> Cc1cc(=O)oc2cc(Nc3ccccc3)ccc12
→ 1790, 1421
> O=C(c1cc([N+](=O)[O-])ccc1N1CCOCC1)N1CCCCC1
→ 1988, 1488
> COc1ccc(N=C2S/C(=C\c3ccc(OC(C)C(=O)O)c(OC)c3)C(=O)N2CCc2c[nH]c3ccccc23)cc1 (centres undefined)
→ 1658, 1488
> CCCS(=O)(=O)c1nc(S(=O)(=O)c2ccc(C)cc2)c(NCc2ccco2)s1
→ 1869, 1486
> Cc1nnc(SCC(=O)NNC(=O)c2ccco2)n1-c1cccc(Cl)c1
→ 1848, 1682
> CC(=O)[C@@]1(O)CC[C@H]2[C@@H]3CCC4=CC(=O)CC[C@]4(C)[C@H]3[C@@H](O)C[C@@]21C
→ 1562, 1601
> COC(=O)COc1ccc(S(=O)(=O)N2CCCCCC2)cc1
→ 1948, 1637
> O=C(NCCCN1CCOCC1)/C(=C/c1cccnc1)NC(=O)c1ccccc1
→ 1823, 1514
> CN(Cc1ccncc1)C1CC(=O)N(c2ccc(F)cc2)C1=O (centres undefined)
→ 1885, 1586
> Cc1ccc(C(=O)COC(=O)c2ccc(O)cc2)cc1
→ 1741, 1560
> c1coc(-c2nnc3sc(C4CCCCC4)nn23)c1
→ 1878, 1566
> Cc1cc(C)c(S(=O)(=O)N(C)c2ccccc2)c(C)c1
→ 1663, 1544
> CCNC(=S)NNC(=O)c1cc(-c2cccc(OC)c2)nc2ccccc12
→ 1737, 1412
> COc1ccc(C(=O)OCc2c(C)noc2C)cc1
→ 1744, 1442
> CC(=O)Oc1ccccc1N(C(C)=O)S(=O)(=O)c1ccc(C)cc1
→ 1795, 1711
> O=C(CCc1nc2ccccc2s1)Nc1ccccc1
→ 1892, 1567
> Cc1ccc(S(=O)(=O)N2CCN(C(=O)CCC(=O)NCCc3ccc(F)cc3)CC2)cc1
→ 1820, 1351
> COc1ccc(NC(=S)N(CCCN2CCOCC2)Cc2cn(C)c3ccccc23)cc1
→ 1748, 1315
> COc1ccc(NCc2nnc(SCC(=O)Nc3ccc(OC)cc3)n2C)cc1
→ 1859, 1463
> CC(=O)Nc1ccc(S(=O)(=O)NCCSCc2ccccc2Cl)cc1
→ 1496, 1547
> COc1ccc(S(=O)(=O)N2CCCCCC2)cc1N(C)S(=O)(=O)c1ccccc1
→ 1690, 1519
> CC(NC(=S)Nc1ccc(S(=O)(=O)N2CCOCC2)cc1)C1CC2CCC1C2 (centres undefined)
→ 2010, 1719
> CCOC(=O)c1ccc(/C=C2/C=C(c3ccccc3)N(c3ccc(Cl)c(C(=O)O)c3)C2=O)cc1
→ 1887, 1755
> COC(=O)[C@@H]1CC[C@H](C)[C@@H](c2ccc(C)cc2)N1C(=O)c1ccc(/C=N/OCC[C@@H]2C=C[C@H](OC(C)=O)[C@@H](COC(C)=O)O2)cc1
→ 1644, 1379
> Cc1nn(CC(=O)N2CCCc3ccccc32)c(C)c1[N+](=O)[O-]
→ 1719, 1551
> Cc1ccccc1Cn1nc(C)c(NC(=O)C(F)(F)F)c1C
→ 1681, 1584
> CCOC(=O)N1CCN(C(=O)COc2ccc(Cl)c(C)c2)CC1
→ 1964, 1524
> Cc1sc2ncnc(NCc3cccnc3)c2c1C
→ 1859, 1672
> Cn1cnnc1Sc1ccc(C(F)(F)F)cc1[N+](=O)[O-]
→ 2057, 1492
> COC(=O)c1ccc(/C=N/NC(=O)c2ccccc2Cl)cc1
→ 1615, 1479
> CCOC(=O)c1sc2ncn(/N=C/c3ccc(O)cc3)c(=O)c2c1C
→ 1776, 1748
> Cc1cc(NN)nc(NS(=O)(=O)c2ccccc2Cl)n1
→ 1689, 1426
> COc1ccc(/C=C2\SC(=N)N(c3nccs3)C2=O)cc1OC
→ 2032, 1726
> CCc1ccc(Cc2cnc(NC(=O)C3=NCCN3)s2)cc1
→ 1806, 1591
> COc1ccc2c(c1)O[C@@H](c1ccc3c(c1)OCO3)[C@H](OC(=O)Nc1cc(OC)c(OC)c(OC)c1)C2=O
→ 1861, 1540
> C/C(CC(=O)Nc1ccc2c(c1)OCCO2)=N\NC(=O)C(=O)Nc1ccccc1C
→ 1632, 1567

# Following part.
# Second line of a record: SRC1 TRFRET art, SRC3 TRFRET art
> O=C(COc1cccnc1[N+](=O)[O-])Nc1ccccc1Sc1ccccc1
→ 1636, 1683
> CCCCOC(=O)Nc1ccc(S(=O)(=O)Nn2cnnc2)cc1
→ 1881, 1519
> CCc1cc2cccc(C)c2nc1SCC(=O)N1CCN(C(=O)c2ccco2)CC1
→ 1729, 1508
> Cn1nnnc1SCC(=O)N1CCN(S(=O)(=O)c2ccccc2)CC1
→ 1592, 1327
> COc1c(OC)c(O)c2c(=O)c(O)c(-c3ccccc3)oc2c1OC
→ 1781, 1416
> CCOC(=O)c1ccc(Oc2c(C)oc3cc(OS(C)(=O)=O)ccc3c2=O)cc1
→ 1678, 1393
> CCn1c(=O)n(CC(=O)Nc2ccc(F)cc2)c(=O)c2ccccc21
→ 1840, 1618
> Cc1nc(NC(=S)NC(=O)c2cccs2)ccc1Br
→ 1794, 1649
> O=C1c2ccccc2C(=O)N1CCCCON1C(=O)c2ccccc2C1=O
→ 2228, 1447
> CCN1CC(CN(C)Cc2nc(-c3ccco3)oc2C)CC1=O (centres undefined)
→ 1818, 1561
> Cc1ccc(C(=O)N/N=C2\CCCc3ccccc32)c(C)c1
→ 1609, 1366
> O=C(/C=C/c1ccccc1)c1ccccc1
→ 1686, 1511
> COC(=O)c1ccc(-c2csc(NC(=O)c3ccc(S(=O)(=O)N4CCc5ccccc5C4)cc3)n2)cc1
→ 1568, 1735
> O=C(CN1C(=O)S/C(=C\c2ccc(O)cc2)C1=O)c1ccccc1
→ 1747, 1467
> CCOCCCNC(=O)/C(C#N)=C/c1ccccc1F
→ 1644, 1704
> Cc1nnc2n1NC(c1ccc(Cl)cc1)C(C(=O)N1CCC(C)CC1)S2 (centres undefined)
→ 1801, 1683
> Cn1cc(S(=O)(=O)N2CCC(C(N)=O)CC2)c(=O)n(C)c1=O
→ 1891, 1330
> COCC(O)CNc1ccccc1 (centres undefined)
→ 1371, 1631
> CCn1c(Cc2ccccc2)nnc1SCC(=O)OC(C)C
→ 1885, 1551
> O=C(N=Nc1c(O)[nH]c2ccccc12)c1ccc2c(c1)OCO2
→ 2198, 1646
> COc1ccc(Cl)cc1NC(=O)CN1C(=O)CC(C)S(=O)(=O)c2ccccc21 (centres undefined)
→ 1862, 1514
> CCCC(=O)NC(c1cccs1)c1cc([N+](=O)[O-])c2cccnc2c1O (centres undefined)
→ 2010, 1465
> CC(=O)c1c(C)[nH]c(C(=O)CN2C(=O)NC(C)(CCC(C)C)C2=O)c1C (centres undefined)
→ 1761, 1462
> CCc1ccc(NC(=S)N2CCNC(=O)C2CC(=O)OC)cc1 (centres undefined)
→ 1659, 1473
> CCCOc1ccc(-c2c(C(=O)N/N=C/c3ccc(OC)cc3)nnn2-c2nonc2N)cc1
→ 1601, 1366
> Nc1nc(CN2CCN(c3ccccc3)CC2)nc(Nc2ccc(Cl)cc2)n1
→ 1600, 1633
> CN1CCN(CCCc2c3c(cc4c2CCC4)CCC3)CC1
→ 1975, 1441
> O=C1CCCC2=C1C(c1cccc(O)c1)C1=C(N2)c2ccccc2C1=O (centres undefined)
→ 1938, 1516
> C=CCn1c(-c2ccccc2OCC)n[nH]c1=S
→ 1803, 1386
> N=C1C(c2nc3ccccc3[nH]2)=C(O)CN1NC(=O)COc1cccc(F)c1
→ 1746, 1479
> COC(=O)[C@H]1Cc2cnoc2C[C@]1(C)C(=O)O
→ 1677, 1566
> COc1ccc(CNC(=S)NC(C)CCc2ccccc2)cc1 (centres undefined)
→ 1752, 1454
> CC1=NN(c2ccccc2)C(=O)C1C(=O)c1ccc([N+](=O)[O-])cc1 (centres undefined)
→ 1837, 1492
> OCCN1CCN(CCCN2c3ccccc3Sc3ccc(C(F)(F)F)cc32)CC1
→ 1759, 1790
> O=C(O)c1ccc(/C=N/Nc2ccc(C(F)(F)F)cn2)cc1
→ 1492, 1323
> CN(Cc1cn(C)nc1-c1ccccc1F)Cc1nccn1C
→ 1632, 1459
> Cc1ccc(-n2nnnc2SCC(=O)NC2CCCc3ccccc32)cc1 (centres undefined)
→ 1691, 1464
> CCc1nc(SCC(=O)Nc2nccs2)c2oc3ccccc3c2n1
→ 1923, 1840
> COc1ccc(S(=O)(=O)N2CCCC(C(=O)NCCC(C)C)C2)cc1 (centres undefined)
→ 1894, 1553
> C=CCn1c(-c2cc(-c3ccc(C)cc3)nc3ccccc23)n[nH]c1=S
→ 1805, 1488
> NC(=O)C1CCN(CC(=O)Nc2ccccc2Sc2ccccc2)CC1
→ 1983, 1626
> CN(C(=O)c1ccc(COc2ccccc2Br)o1)c1ccccc1
→ 1986, 1653
> O=C(Cc1cc(=O)[nH]c(=O)[nH]1)NCc1ccc(Cl)cc1
→ 1849, 1614
> CNCCCCOc1ccccc1Cc1ccccc1
→ 1783, 1776
> Cc1ccc2c(c1)nnn2C1CCN(C(=O)c2ccccc2F)CC1
→ 1730, 1700
> Fc1ccc(NC(=S)N2CCOCC2)cc1Cl
→ 1525, 1441
> Cc1c(NC(=O)/C(C#N)=C/c2c(Oc3ccccc3)nc3ccccn3c2=O)c(=O)n(-c2ccccc2)n1C
→ 1663, 1642
> O=C1CCC/C1=c1\s/c(=C\c2cccnc2)c(=O)n1-c1ccccc1
→ 2013, 1611
> CC(=O)NCCc1nc2cc(NC(=O)c3cccs3)ccc2n1C
→ 2151, 1650
> Cc1cccc(C(=O)NCC(=O)OCC(=O)N2CCCCC2)c1
→ 1851, 1568
> Cc1ccc(NC(=O)CSc2ccc(-c3cccnc3)nn2)cc1Cl
→ 1760, 1547

# Source: PubChem BioAssay (The Scripps Research Institute Molecular Screening Center)

# Only part of the results is shown; rates above refer to the full screens.
